MKP-3 inhibition: MKP-3 phosphatase inhibitors, primary screen, biochemical, rat enzyme, in vitro (AID 425) | Dual specificity protein phosphatase 6 (Rattus norvegicus) | recombinant MKP-3 phosphatase activity, fluorescence; higher % means a stronger effect | one-dose inhibition, % at 20 µM; IC50 in µM for titrated hits | 0.17% of 110,000 active; in the data active = inhibition above about 50%;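 also: plate controls were vehicle for no effect and reference inhibitor for full effect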
Hsp70 inhibitors: Hsp70 inhibitors, probe displacement, primary screen, biochemical, fluorescence polarization (AID 583); Heat shock 70 kDa protein 1A (Homo sapiens); Hsp70 fluorescence polarization probe displacement, mP; higher % means a stronger effect; displacement, % at 20 µM, or IC50 in µM where a hit was titrated; 0.06% of 140,000 active; in the data active = displacement above about 50%;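 also: plate controls were vehicle for no effect and reference ligand for full effect; a part of the inactive calls stands beside numbers as strong as those of hits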
The depositor's hits bear a star; · = no result given; & = joins results of further samples. Some of the compounds tested; count on the stated rates, not on these rows.

Results follow in this order: MKP-3 inhibition	Hsp70 inhibitors
- NC(=O)c1c(N)sc2c1CCCCCCCCCC2
→ 9.4%	-3.6%
- Cn1cccc1Cc1nnc(SCC(=O)NCc2ccco2)n1CCc1ccccc1
→ 3.0%	2.1%
- CC1=NN(c2nc(-c3ccc(Br)cc3)cs2)C(=O)C1C (stereo not given)
→ 5.0%	-0.2%
- Cc1ccc(-n2nc3cc(C)c(NC(=O)COc4ccc([N+](=O)[O-])cc4)cc3n2)cc1
→ 2.7%	-1.2%
- CCOc1ccc(/C=C2/SC(=S)N(CC(=O)O)C2=O)c(OCC)c1
→ 2.4%	-2.9%
- COc1cc(N2CCOCC2)ncn1
→ -1.2%	-0.5%
- NC(=O)c1c(NC(=S)NC(=O)c2ccccc2Cl)sc2c1CCC2
→ -0.2%	5.8%
- CC(=O)c1ccc(NC2c3ncccc3C(=O)N2Cc2ccc(F)cc2)cc1 (stereo not given)
→ -1.4%	-1.0%
- CCOC(=O)Cn1nnnc1C(CC)N(Cc1cc2c(C)cc(C)cc2[nH]c1=O)C1CCCC1 (stereo not given)
→ -15.6%	0.1%
- COc1cc(C2Nc3ccccc3NC3=C2C(=O)CC(c2ccccc2)C3)cc(Cl)c1O (stereo not given)
→ 1.9%	-6.3%
- COc1cccc(N2C(=O)N(c3ccccc3)C3CS(=O)(=O)CC32)c1 (stereo not given)
→ 1.0%	0.2%
- O=C(CSc1nc2ccccc2[nH]1)N1CCN(c2ccc(F)cc2)CC1
→ 3.3%	-3.7%
- COc1ccc(NC(=O)c2cnn(-c3ccccc3)c2NC(=O)c2ccc(C)cc2)cc1
→ 0.1%	1.8%
- CC(C)NC(=O)Cn1cc(C#N)c2cc(Br)ccc21
→ -17.5%	1.0%
- CCOc1cccc(NC(=O)Cn2nc(-c3ccc4c(c3)OCCO4)ccc2=O)c1
→ ·	4.9%
- O=C(NCc1ccc2c(c1)OCO2)C1CCCN1C(=O)Nc1cccc(F)c1 (stereo not given)
→ -3.9%	-4.1%
- CCn1c(COc2ccccc2OC)nnc1SCC#N
→ 3.1%	-1.9%
- COc1cc(C(=O)OCC(=O)Nc2ccc3c(c2)OC(F)(F)O3)ccc1OCc1c(C)noc1C
→ -7.9%	0.8%
- CN(C)S(=O)(=O)N1CCN(c2ccc(Cl)cc2)CC1
→ -12.8%	5.8%
- Cc1cnc(C(=O)OCC(=O)Nc2ccc(Oc3ccccc3)cc2)cn1
→ -8.1%	13.2%
- CCN(CC)c1ccc(NC(=O)c2cc(OC)cc(OC)c2)c(C)c1
→ -7.8%	-5.1%
- Cc1cc(=O)n2nc(N3CCCC3C(=O)NCCCN3CC(C)CC(C)C3)sc2n1 (stereo not given)
→ 5.8%	5.1%
- CCOC(=O)C1=C(O)C(Nc2nccs2)(C(F)(F)F)N=C1C (stereo not given)
→ -2.4%	2.6%
- CC(=O)OCCNc1cc(N2CCN(C)CC2)c2noc3c2c1C(=O)c1ccccc1-3
→ 12.4%	21.3%
- CCOc1ccccc1OCCN1CCOCC1
→ 3.0%	1.0%
- CC1CCN(C(=O)CN(c2ccc(Cl)c(C(F)(F)F)c2)S(C)(=O)=O)CC1
→ ·	4.9%
- O=C(O)C1Nc2c(Cl)cc(Cl)cc2C2C=CCC12 (stereo not given)
→ 98.5%*	78.0%*
- O=C(/C=C/c1ccco1)Nc1ccc(C(=O)Nc2cccc(-c3nc4ccccc4o3)c2)cc1
→ 12.6%	-5.7%
- CCCCn1c(=O)c(-c2ccccc2)c(O)c2ccccc21
→ -15.0%	3.6%
- CCCCC(CC)CNS(=O)(=O)c1ccc2c(c1)CCN2C(=O)CCC(=O)O (stereo not given)
→ -2.1%	-0.6%
- Cc1ccccc1CS(=O)(=O)c1nnc([C@H](Cc2ccccc2)NC(=O)OC(C)(C)C)o1
→ ·	-4.2%
- COc1cc(S(=O)(=O)N2CCN3CCCC3C2)ccc1-n1cnnn1 (stereo not given)
→ -7.9%	1.8%
- O=C(COC(=O)c1ccc(S(=O)(=O)NCc2ccco2)cc1)NCCC1=CCCCC1
→ -6.4%	-3.0%
- CCn1c(N)c(C(=O)N2CCOCC2)sc1=S
→ -9.5%	-2.1%
- Cc1cc(=O)oc2cc(OCCSCCN3CCOCC3)ccc12
→ -5.3%	-1.3%
- COc1ccc(N2CCN(C(c3ccccc3)c3sc4nc(C)nn4c3O)CC2)cc1 (stereo not given)
→ 0.3%	1.6%
- O=C(CSc1nnc(-c2ccccc2)n1Cc1ccco1)Nc1ccc2c(c1)OCCO2
→ -3.5%	4.1%
- CCC(=O)N1CCc2cc(S(=O)(=O)NCCN3CCCCC3CC)ccc21 (stereo not given)
→ 2.9%	·
- C=CCn1c(CCNC(=O)c2ccccc2F)nnc1SCC(=O)Nc1nc(C)cs1
→ -4.9%	7.8%
- O=C1NC(c2ccccc2OCc2ccccc2)Nc2ccccc21 (stereo not given)
→ 1.1%	1.8%

Brought forward from above: 3 entries, then new ones.
Results follow in this order: MKP-3 inhibition	Hsp70 inhibitors
- CCC(=O)N1CCc2cc(S(=O)(=O)NCCN3CCCCC3CC)ccc21 (stereo not given)
→ 2.9%	·
- C=CCn1c(CCNC(=O)c2ccccc2F)nnc1SCC(=O)Nc1nc(C)cs1
→ -4.9%	7.8%
- O=C1NC(c2ccccc2OCc2ccccc2)Nc2ccccc21 (stereo not given)
→ 1.1%	1.8%
- CCOc1cc(S(=O)(=O)NCc2ccccn2)ccc1Cl
→ ·	1.6%
- Cc1ccccc1C=Nc1ccc(O)cc1
→ 112.3%*	4.3%
- COc1ccccc1C1CC(c2ccc(F)cc2)Nc2ncnn21 (stereo not given)
→ 5.7%	-5.4%
- CCc1cc2c(NCC3CCCO3)ncnc2s1 (stereo not given)
→ 4.0%	4.5%
- O=C(c1ccc(F)cc1)c1cc2ccccc2o1
→ -1.7%	-6.8%
- CCN(CC)C(=O)C1CCCN(Cc2ccc(F)c(F)c2)C1 (stereo not given)
→ -0.9%	3.9%
- Cc1cc(S(=O)(=O)N(Cc2ccc3c(c2)OCO3)CC2CCCO2)ccc1-n1cnnn1 (stereo not given)
→ -7.3%	4.6%
- CC(Nc1nc(N2CCN(S(C)(=O)=O)CC2)nc2ccccc12)c1ccccc1 (stereo not given)
→ ·	-0.6%
- O=C(c1ccc(F)cc1)c1ccc(N2CCCCCC2)cc1
→ -1.5%	-2.3%
- C=CCSc1nc2ccccc2c(=O)[nH]1
→ -4.2%&2.0%	2.2%&0.2%
- CCCSc1nnc2n(C)c(=O)c3c4c(sc3n12)CCC4
→ 2.8%	5.5%
- Cc1ccc2c(NC(=O)c3ccccc3F)cccc2n1
→ 3.3%	7.4%
- O=c1ccc(Cl)cn1Cc1ccccc1F
→ ·	-1.5%
- COc1cccc(NC(=O)CSc2nnc(C)s2)c1
→ -0.9%	1.9%
- CCOC(=O)c1c(OCC)[nH]c2c1cc(O)c1ccccc12
→ 1.3%	9.7%
- CC(=O)c1cccc(N2C(=O)C3C(C2=O)C2(C)c4ccccc4C3(C)c3ccccc32)c1 (stereo not given)
→ 3.3%	3.7%
- COc1ccccc1N1CCN(C(=O)c2ccc(C)c(C)c2)CC1
→ -0.6%	-2.7%
- Cc1ccc(C(=O)N/C(=C\c2cccs2)C(=O)NCc2ccncc2)cc1
→ 3.4%	6.7%
- Cc1cc(C)c(C)c(S(=O)(=O)Nc2ccc(O)cc2)c1C
→ 0.3%	-4.8%
- COc1ccc(C2c3c(ccc4ccccc34)Oc3ncn4nc(CO/N=C/c5ccccc5)nc4c32)cc1 (stereo not given)
→ ·	6.1%

Given with values ahead of the structure: three of the compounds above.
MKP-3 inhibition	Hsp70 inhibitors	Compound
-0.9%	3.9%	CCN(CC)C(=O)C1CCCN(Cc2ccc(F)c(F)c2)C1 (stereo not given)
3.1%	-1.9%	CCn1c(COc2ccccc2OC)nnc1SCC#N
-7.9%	1.8%	COc1cc(S(=O)(=O)N2CCN3CCCC3C2)ccc1-n1cnnn1 (stereo not given)

Going on with the list.
Results follow in this order: MKP-3 inhibition	Hsp70 inhibitors
- COc1ccc(C(O)CNc2ccc(C)cc2)cc1 (stereo not given)
→ -7.5%	0.5%
- CCN(CC)C(=O)C1CCCN(Cc2ccc3c(c2)OCO3)C1 (stereo not given)
→ ·	1.5%
- Cc1cc(NC(=O)Cc2cn3ccsc3n2)n(-c2ccccc2)n1
→ -0.2%	-4.1%
- CC(C)(C)N1C(=O)c2ccc(C(=O)NCc3ccco3)cc2C1=O
→ -3.4%	-2.1%
- Nc1ccc(C(=O)Nc2cccc(O)c2)cc1
→ 2.1%	-2.0%
- O=C(CCCOc1ccccc1)Nc1ccc(OCc2ccccc2)cc1
→ 2.0%	6.0%
- CCOC(=O)c1ccccc1NC(=O)c1cc(OC)cc(OC)c1
→ -1.8%	4.6%
- COc1ccc2ccccc2c1/C=N/c1oc(C)c(C)c1C#N
→ -0.1%	-1.0%
- CC(=O)c1ccc(NC(=O)CCC(=O)OCC(F)(F)C(F)F)cc1
→ -8.4%	6.5%
- O=c1[nH]c(-c2cc(Cl)ccc2O)nc2sc3c(c12)CCCC3
→ 3.8%	6.8%
- COC(=O)Cc1c(C)c2cc(Cl)c(OC(=O)c3ccco3)cc2oc1=O
→ -6.8%	-1.5%
- Cc1ccnc(NS(=O)(=O)c2ccc(NS(=O)(=O)c3cccs3)cc2)n1
→ 0.2%	-0.5%
- COc1ccccc1OCCCCOc1c(C)cccc1C
→ 3.9%	-3.4%
- Cc1cc(S(=O)(=O)NCCN(C)C)c(C)s1
→ -3.6%	1.3%
- OCCn1c(CSc2nnc(-c3ccco3)n2-c2ccccc2)nc2ccc(Cl)cc21
→ -0.4%	2.1%
- CC(C)(Oc1ccc(Cl)cc1)C(=O)NCCCn1ccnc1
→ -4.0%	5.2%
- CN(C)CCN1C(=O)C(=O)/C(=C(/O)c2ccccc2)C1c1ccc(O)cc1 (stereo not given)
→ 1.4%	0.9%
- C=C(C)CNC(=S)Nc1sc2c(c1C(=O)OCC)CC(C)(C)OC2
→ -0.3%	4.2%
- Cc1cc(NO)nc(-c2ccc(Br)cc2)n1
→ -6.5%	-3.7%
- CN1C(=O)NC(=O)/C(=C/c2cc3c(cc2Br)OCO3)C1=O
→ 1.6%	-2.5%

Marked active in MKP-3 inhibition, of those listed so far:
Results follow in this order: MKP-3 inhibition	Hsp70 inhibitors
- O=C(O)C1Nc2c(Cl)cc(Cl)cc2C2C=CCC12 (stereo not given)
→ 98.5%*	78.0%*
- Cc1ccccc1C=Nc1ccc(O)cc1
→ 112.3%*	4.3%

Going on with the list:
Results follow in this order: MKP-3 inhibition	Hsp70 inhibitors
- CC1CCN(C(=O)C(C(C)C)N2C(=O)c3ccccc3C2=O)CC1 (stereo not given)
→ -1.0%	3.5%
- Cc1ccc(/C=N/n2cnnc2)cc1[N+](=O)[O-]
→ -0.6%	-0.6%
- C=CCNC(=O)c1cccc(Br)c1
→ -4.4%	4.1%
- O=C(c1ccccc1F)N1CCN(c2ccc([N+](=O)[O-])cc2Cl)CC1
→ 2.8%	-3.6%
- CS(=O)(=O)Nc1ccccc1C(=O)Nc1ccc2c(c1)OCCO2
→ -1.4%	-1.1%
- CCOC(=O)N1CCN(c2c(NCc3cccs3)c(=O)c2=O)CC1
→ -6.3%	11.9%
- Cc1cc2n(n1)SC(Nc1ccc(F)c(Cl)c1)N2 (stereo not given)
→ ·	-0.4%
- O=C(Nc1ccccn1)[C@@H]1CCC(=O)N1C(=O)OCc1ccccc1
→ -14.3%	-0.4%
- O=C(Nc1ccc(OCc2ccccc2)cc1)c1cccnc1
→ ·	4.0%
- Cc1ccc(-c2nc3ccc(C)cn3c2NC(=O)c2ccc(Cl)cc2)cc1
→ 4.5%	-5.8%
- O=C(Nc1ccc(Sc2ccccc2[N+](=O)[O-])cc1)c1ccccc1
→ 4.4%	-1.8%
- COC(=O)c1cc(NC(=O)Cn2c(=O)cnc3ccccc32)cc(C(=O)OC)c1
→ -12.1%	-0.3%
- COc1ccccc1CC(=O)Nc1ccc(F)cc1F
→ 3.8%	-0.6%
- CCCNC(=O)CN(C)C(=O)c1n[nH]c2ccccc12
→ 5.4%	-2.9%
- Cc1ccoc1C(=O)NCc1ccccc1
→ 2.7%	·
- O=C(c1cccnc1)N1CCN(c2ccc(Cl)cc2)CC1
→ 0.9%	-0.7%
- Cc1cc(=O)[nH]c(Nc2cccc(C(F)(F)F)c2)n1
→ -10.2%	3.7%
- Brc1ccc(-c2nn3c(-c4ccccn4)nnc3s2)o1
→ -4.4%	10.8%
- CC1(C)CC(=O)C=C(Nc2ccc(O)cc2)C1
→ -1.9%	-0.7%
- COC(=O)C1=C(C)Nc2ncnn2C1c1ccc(C)o1 (stereo not given)
→ -13.2%	-0.7%
- O=c1[nH]c(=S)n(-c2cccc(Cl)c2)c(O)c1/C=C1/C=CC=N1
→ 9.0%	10.0%
- COC(=O)C1=C(C)N=c2s/c(=C/c3cccs3)c(=O)n2C1c1ccc(F)cc1 (stereo not given)
→ ·	-13.9%
- O=C(NCc1ccco1)C1CCCN(S(=O)(=O)c2ccc(-n3cnnn3)cc2)C1 (stereo not given)
→ 2.4%	-0.2%
- Cc1cccc(N2CCN(C(=O)c3ccncc3)CC2)c1C
→ -4.3%	0.8%
- CNC(=O)CN(c1ccc2c(c1)OCCO2)S(C)(=O)=O
→ ·	7.0%
- O=C(NCc1ccccc1)c1c(F)c(F)c(F)c(F)c1F
→ -10.2%	3.7%
- CCCCOc1ccc(NC(=O)C(=O)NCCC2=CCCCC2)cc1
→ ·	3.1%
- O=C(NNc1ccc(F)cc1)C(O)(c1ccccc1)c1ccccc1
→ 0.2%	0.7%
- O=C(CSc1ccccc1C(=O)O)Nc1cccc(C(=O)O)c1
→ -15.4%	-1.8%
- CC(NC(=O)c1ccco1)C1CCCO1 (stereo not given)
→ ·	-0.9%

Compound activity as filed in PubChem.
